eIF4E-4G inh: inhibitors of eIF4E and eIF4G interaction in translation initiation. P63073+Q04637. TR-FRET eIF4E-eIF4GI(517-606) binding, 2 h. inhibition, % at 21.7 µM. 220,000 compounds, 0.37% hits. AID 782;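 active = inhibition above about 30%, limit read from the data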;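 note: 0% = full FRET control wells and 100% = background wells lacking eIF4GI fragment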
p97 ATPase inh: inhibitors of human p97 ATPase; recombinant p97 ATPase, Kinase-Glo ATP luminescence, 3 h; inhibition, % at 8 µM; 220,000 compounds, 0.42% hits; AID 1481; in the data active = inhibition above about 15%;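 note: 0% = DMSO vehicle and 100% = wells lacking enzyme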
EP2 antag: inhibitors of human EP2 prostaglandin E2 receptor | inhibition, % at 25 µM | AID 1422 | 260,000 compounds, 0.52% hits | P43116 | C6 glioma cells expressing human EP2, cAMP TR-FRET; cells stimulated with saturating PGE2;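 active = percent inhibition above 40 after rounding to a whole number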;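 note: rat C6 glioma host cells with rolipram phosphodiesterase inhibitor present; the protocol text gives 20 µM as final concentration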
S1P4 antagonist: blocks the human S1P4 receptor; inhibition, % at 4.98 µM; AID 1510; 220,000 compounds, 0.26% hits; O95977; S1P4-expressing cells, antagonist mode, reporter read-out; in the data active = inhibition above about 29%;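 note: 0% = wells stimulated with agonist and 100% = vehicle wells without agonist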
Target sequence (O95977 whole entry, looked up): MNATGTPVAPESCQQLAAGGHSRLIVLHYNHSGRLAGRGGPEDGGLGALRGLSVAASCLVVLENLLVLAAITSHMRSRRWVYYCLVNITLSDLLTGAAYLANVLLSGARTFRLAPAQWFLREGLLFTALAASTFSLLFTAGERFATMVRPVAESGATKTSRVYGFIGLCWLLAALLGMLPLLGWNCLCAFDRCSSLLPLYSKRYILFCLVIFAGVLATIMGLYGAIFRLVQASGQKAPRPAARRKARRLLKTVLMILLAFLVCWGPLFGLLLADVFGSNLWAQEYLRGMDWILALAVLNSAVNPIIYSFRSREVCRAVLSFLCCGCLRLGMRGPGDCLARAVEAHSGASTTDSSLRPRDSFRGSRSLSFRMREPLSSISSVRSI
NPY1 pot ag: human NPY-Y1 potentiation or agonism, primary screen. P25929. NPY-Y1 expressing cells, potentiator/agonist activation. activation, % at 3.6 µM. 220,000 compounds, 0.37% hits; in the data active = activation above about 33%, passing the limit was not always enough;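 note: cells stimulated with NPY at EC10 then isoproterenol at EC100; 0% = low agonist plus stimulus and 100% = saturating agonist plus stimulus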
S1P4 ag: activates the human S1P4 receptor; O95977; S1P4-expressing cell line, agonist reporter assay; activation, % at 4.98 µM; 220,000 compounds, 0.35% hits; AID 1509; in the data active = activation above about 11%;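 note: 0% = DMSO vehicle and 100% = reference agonist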
EP2 modulator: modulators of human EP2 prostaglandin E2 receptor; AID 940; EP2-expressing cells, cAMP HTRF FRET, PGE2 co-stimulation; induction, % at 25 µM; 260,000 compounds, 0.83% hits; P43116;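 active = compounds whose cAMP rise, as percent of the full-agonist control response, exceeds 60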;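 note: rat C6 glioma line stably carrying human EP2 under a CMV promoter; the protocol text gives 20 µM as final concentration; 100% = response of wells given 1 µM PGE2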
NPY Y1 blocker: blocks the human neuropeptide Y Y1 receptor; P25929; HEK293-CNG Y1 cells, membrane potential fluorescence; NPY at EC95, then isoproterenol; inhibition, % at 3.6 µM; 200,000 compounds, 1% hits;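 active = inhibition above the campaign mean inhibition of all tested compounds plus 3 SD, cut at about 20% in these data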;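 note: 0% = DMSO wells given NPY plus isoproterenol and 100% = isoproterenol alone without NPY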
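Material: HEK293 Y1/CNG channel cell line | Also added: NPY (25 nM), isoproterenol (1 µM), Ro 20-1724 (25 µM) | Compound: One concentration, 3.6 µM, in 0.4% DMSO | Schedule: 3 h dye uptake, 1 h room-temperature compound, 45 min post-isoproterenol | Signal: Membrane-potential fluorescent dye readout | Read-out: % inhibition of NPY effect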
NPY2 pot ag: potentiators or agonists of human neuropeptide Y receptor Y2; cells expressing NPY-Y2, potentiator/agonist read-out; activation, % at 3.6 µM; 220,000 compounds, 0.45% hits; in the data active = activation above about 27%;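 note: cells stimulated with NPY near EC25 plus isoproterenol at EC100; 0% = vehicle plus submaximal agonist and 100% = vehicle plus saturating agonist; some results beyond the cut were filed as inactive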
Target sequence (P49146 whole entry, looked up): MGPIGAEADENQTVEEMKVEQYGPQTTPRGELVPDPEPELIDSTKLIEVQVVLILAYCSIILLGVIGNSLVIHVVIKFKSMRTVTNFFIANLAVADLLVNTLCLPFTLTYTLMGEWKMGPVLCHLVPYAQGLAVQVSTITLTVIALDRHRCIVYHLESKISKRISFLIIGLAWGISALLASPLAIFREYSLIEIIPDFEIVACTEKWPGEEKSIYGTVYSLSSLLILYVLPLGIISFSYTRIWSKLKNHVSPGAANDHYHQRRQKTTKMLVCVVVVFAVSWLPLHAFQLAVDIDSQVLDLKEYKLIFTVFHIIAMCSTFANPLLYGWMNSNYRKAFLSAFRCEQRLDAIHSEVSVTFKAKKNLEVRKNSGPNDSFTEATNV
An asterisk follows results filed as active; · = no result given; & = joins results of further samples; [ ] = dose if it differs, or a comment.

SMILES	eIF4E-4G inh	p97 ATPase inh	EP2 antag	S1P4 antagonist	NPY1 pot ag	S1P4 ag	EP2 modulator	NPY Y1 blocker	NPY2 pot ag
Cc1nc(CC(=O)c2ccc(O)cc2O)cs1	-7	-2	6	-4	0	1.2	3	2	1
C=COCCn1c(=N)n(CCC)c2ccccc21	-2[fluorescence artefact?]	-2	5	-2	-8	0.0	-2	-1	-4
Cc1cc(NC(=O)c2cc(C(C)C)on2)nn1Cc1ccc(Cl)cc1	4	-7	8	0	-5	-0.1	3	8	9
COc1ccc(-c2nn(-c3ccccc3)cc2/C=C/C(=O)OCC(=O)Nc2cccc(C#N)c2)cc1	-2[fluorescence artefact?]	3	10	-8	13	-0.4	-8	4	2
NC(=O)c1c(NC(=O)CSc2nnc(-c3ccco3)n2N)sc2c1CCCC2	7	5	13	-14	-1	-0.8	-54	-6	5
Cc1ccc(C(=O)CSC2=NC(N)=C(C#N)C3(CCCCC3)C2C(N)=O)cc1 (configuration not stated)	-3	-1	7	-27	1	1.1	1	6	-9
CCCCCn1c(C(Cc2ccccc2)NC(C)=O)nc2ccccc21 (configuration not stated)	-1	0	9	0	8	0.7	0	4	12
O=C(CCC1CCCCC1)N1CCN(Cc2ccc3c(c2)OCO3)CC1	-1	1	5	-1	-11	-0.8	-28	7	-14
CCC1C(=O)NCCN1Cc1nc(-c2ccc(C)s2)oc1C (configuration not stated)	-2	-3	12	-10	-9	0.8	25	3	-3
Cn1cc(Br)c(C(=O)Nc2sc3c(c2C(N)=O)CCC3)n1	4	7	40*	-2	-12	-2.8	-26	-8	14
O=S(=O)(Nc1ccccc1F)c1ccc2nsnc2c1	-13[fluorescence artefact?]	2	11	-23	-7	1.9	7	-2	-14
Cc1ncc2c(c1OC(=O)c1ccccc1)COC(C)(C)OC2	1[fluorescence artefact?]	-8	2	5	-7	0.4	-3	-2	-14
CCOC(=O)c1oc2ccc(S(=O)(=O)N3CCC(C)CC3)cc2c1C	-1	4	8	-7	13	0.7	-20	0	5
CCOC(=O)CNc1ncc(C(F)(F)F)cc1Cl	-4	8	2	-9	-3	0.6	16	1	5
COCCNC(=O)CSc1nc2sc(C)c(C)c2c(=O)n1-c1ccccc1	0	5	2	0	3	1.0	-5	·	-3
COc1cc(C)c(S(=O)(=O)Nc2ccccc2F)cc1C	8	1	8	-14	-14	1.4	19	-2	6
COC(=O)C1(c2ccccc2)NC(c2cccs2)C2C(=O)N(C)C(=O)C21 (configuration not stated)	25	-1	5	-9	-8	3.4	23	4	5
COC(=O)C1SCC2C(=O)N(Cc3ccc(F)cc3)CC(=O)N21 (configuration not stated)	1	2	1	0	8	1.0	21	-1	-1
Cc1cccc(NC(=O)c2ccc([N+](=O)[O-])o2)c1	-7	1	3	48*	11	1.1	-17	·	-8
COc1ccc2oc(=O)c(C(=O)NCc3ccccn3)cc2c1	5	-1	13&13	0	-13	2.9	-26&7	-1	-2
Clc1ccc(Cn2nnc(-c3ccc(CN4CCOCC4)cc3)n2)cc1	-10	-5	11	-7	3	3.1	-22	20	0
CCN(CC)S(=O)(=O)c1ccc(C(=O)Nc2c3c(nn2C(C)(C)C)CS(=O)(=O)C3)cc1	-10	6	10	0	-5	-0.1	7	2	9
COc1ccccc1/C=N/NC(=O)c1cccc(NC(=O)c2ccccc2Cl)c1	-3	7	18	-8	8	-0.5	-66	0	13
O=C(Nc1ccccc1)Nc1nnc(-c2ccccc2)s1	-4	9	9	-3	15	0.0	-8	·	10
O=c1cc(-c2ccccc2)nc2c(-c3ccccc3)c(C(F)(F)F)[nH]n12	2	3	7	-17	23	1.3	-5	·	22
COc1ccc(S(=O)(=O)NCC2CCCN(C(=O)c3ccccc3)C2)cc1 (configuration not stated)	-4	7	5	6	-10	2.7	-6	-5	4
O=C1C(CCCNC(=S)NCc2ccccc2)NC(=S)N1Cc1ccccc1 (configuration not stated)	7[fluorescence artefact?]	0	5	-10	13	-0.3	-39	4	2
O=C(CCCc1nc2ccccc2s1)NCc1ccccc1	0[fluorescence artefact?]	-4	9	-11	-19	1.2	-55	9	-21
c1ccc(-c2nc3ccccn3c2NC2CCCC2)nc1	-3	-4	10&4	-3	-6	-0.2	12&12	7	-5
Cc1cc(C(F)(F)F)nc(Nc2nc(C)c3ccccc3n2)n1	-1	0	10	-5	-15	-2.1	7	6	4
CC(C)CCNC(=O)CCCOc1ccccc1	·	-1	21	-1	-22	-1.5	-14	8	-23
Cc1ccc(NC(=O)Cn2nc([N+](=O)[O-])c(Br)c2C)cc1C	4	1	10	0	17	0.9	24	-2	8
COc1ccc(C2C(C#N)=C(N)Oc3c2c(-c2ccccc2)nn3-c2ccccc2)c(OC)c1OC (configuration not stated)	1	2	13	4	1	2.2	4	-1	22
Cc1ccc(-c2cn3cccnc3n2)cc1NC(=O)c1c(-c2ccccc2Cl)noc1C	3	-4	·	-1	-3	0.7	-29	1	7
Cc1ccc2c(N)c(C(=O)c3ccccc3)sc2n1	1	8	6	2	8	-2.1	-15	·	-9
O=C(Nc1cc(Cl)ccc1N1CCCCC1)c1cccs1	-7	-2	7	-18	-27	1.9	52	9	-9
CCOC(=O)C1CCN(CCC(=O)Nc2cccc(Cl)c2C)CC1	-1	-1	5	-1	9	0.5	-9	-3	3
Cc1ccc(NC(=O)Cn2nc(C)c(S(=O)(=O)N(C)C)c2C)cc1	3	3	1	-4	-3	-0.4	-8	4	-1
O=C(NCc1ccccc1)c1ccc2c(c1)C(=O)N(Cc1ccncc1)C2=O	3	3	2	-25	22	0.3	6	-2	-11
CC1CCN(C(=O)c2ccc(CSc3ccc(Cl)cc3)cc2)CC1	8	-1	3	-17	-9	0.9	-45	-3	1
Cc1cc(/C=C2/SC(=O)N(CC(=O)OC(C)C)C2=O)c(C)n1C	-5	1	5	-11	-26	-0.6	-25	7	7
CCC(C)NC(=O)C1c2cc(OC)c(OC)cc2C(=O)N(C)C1c1cccs1 (configuration not stated)	0	5	12	-7	19	1.6	30	2	5
CCCN1CCC(N(C)CCc2ccc(OC)c(OC)c2)CC1	3[fluorescence artefact?]	1	7	16	-21	0.5	-5	12	-7
CCOC(=O)Cc1cc(=O)n2[nH]c(-c3ccc(Cl)cc3)cc2n1	5[fluorescence artefact?]	-2	10	-5	20	0.6	-10	-4	16
COc1ccc(C(=O)NCC(=O)NCC(=O)OCc2ccc(Br)cc2)cc1	-5	-2	15	-3	11	-1.7	16	-3	3
COc1ccc(CCNC(=O)CN(c2cccc([N+](=O)[O-])c2)S(C)(=O)=O)cc1	4	3	6	9	5	0.1	-16	1	-11
CN(C)c1ccc(C(=O)c2ccc(N(C)C)c(N)c2)cc1N	-3	3	11	4	-6	0.3	-3	0	-3
Cc1nnc(SCCN2C(=O)c3ccccc3C2=O)[nH]c1=O	0	-1	14	-10	2	0.4	-1	-3	4
O=C(NC(=S)NNC(=O)[C@H]1C[C@@H]1c1ccccc1)c1cccc(F)c1	-1	0	17	-11	-31	-0.4	-26	·	-25
COc1ccc(C)cc1-n1c(SCC(=O)Nc2cc(C)on2)nc2sc(C)c(C)c2c1=O	-19[fluorescence artefact?]	0	15	-8	-7	-0.1	28	-9	-6
Cc1csc(SCC(=O)N2CCN(S(=O)(=O)c3ccc(Cl)cc3)CC2)n1	-7	-2	·	-12	8	0.9	-13	1	-9
C/C(=N\Nc1nccnc1Cl)c1ccc(F)cc1	3	-5	7	-5	-1	-1.0	-21	-3	-4
C/C(=N\O)c1c(O)cc(-c2ccccc2)n(-c2ccccc2)c1=O	-3	8	2	-18	14	0.6	7	·	0
O=C(O)Cc1ccc(NC(=O)c2ccc(Cl)c(Cl)c2)cc1	0	0	12	4	-2	1.2	8	1	-10
COc1ccc(CCNC(=O)c2cc(C3CC3)on2)cc1OC	2	-3	2	8	-7	-0.4	-19	·	5
COc1ccc2oc(=O)c(C(=O)NCC3CCCO3)cc2c1 (configuration not stated)	-4	5	7	-8	1	0.9	16	7	14
Cc1ccnc(NC(=O)CCC2COc3ccccc3O2)c1 (configuration not stated)	3	-6	9	4	-18	-3.0	-36	3	-14
O=C(Cc1ccc(F)cc1)NCCc1ccc(F)cc1	0	2	·	-6	4	-1.8	0	-2	3
Cc1ccc(C(=O)Nc2c(C(=O)N3CCOCC3)cnn2-c2ccccc2)cc1	-1[fluorescence artefact?]	-5	12	-6	-16	-0.2	2	-2	0
O=C1NC(c2cc3c(cc2Cl)OCO3)Oc2ccccc21 (configuration not stated)	5	6	6	-21	7	-1.2	9	-3	3

In another format: five of the compounds above
SMILES,eIF4E-4G inh,p97 ATPase inh,EP2 antag,S1P4 antagonist,NPY1 pot ag,S1P4 ag,EP2 modulator,NPY Y1 blocker,NPY2 pot ag
Cc1ccc(NC(=O)Cn2nc(C)c(S(=O)(=O)N(C)C)c2C)cc1,3,3,1,-4,-3,-0.4,-8,4,-1
O=C(NCc1ccccc1)c1ccc2c(c1)C(=O)N(Cc1ccncc1)C2=O,3,3,2,-25,22,0.3,6,-2,-11
CC1CCN(C(=O)c2ccc(CSc3ccc(Cl)cc3)cc2)CC1,8,-1,3,-17,-9,0.9,-45,-3,1
Cc1cc(/C=C2/SC(=O)N(CC(=O)OC(C)C)C2=O)c(C)n1C,-5,1,5,-11,-26,-0.6,-25,7,7
CCC(C)NC(=O)C1c2cc(OC)c(OC)cc2C(=O)N(C)C1c1cccs1 (configuration not stated),0,5,12,-7,19,1.6,30,2,5

The list goes on:
SMILES	eIF4E-4G inh	p97 ATPase inh	EP2 antag	S1P4 antagonist	NPY1 pot ag	S1P4 ag	EP2 modulator	NPY Y1 blocker	NPY2 pot ag
CCC(c1nnnn1C(C)(C)CC)N(CCCO)Cc1cc2cccc(C)c2[nH]c1=O (configuration not stated)	5	9	13	-19	7	2.1	18	1	-3
CCSc1nnc(NC(=O)COc2cccc3ccccc23)s1	-11	3	1	8	-9	-0.5	-5	6	-2
CCOC(=O)C1=NN(C(=O)Cc2ccccc2)C(O)(c2ccc(Cl)cc2)C1 (configuration not stated)	3	-1	10	-12	-7	1.2	50	3	9
COc1cccc(C(=O)O/N=C(\N)c2ccc([N+](=O)[O-])cc2)c1OC	7	7	7	6	4	2.8	7	1	-3
CCOc1ccc(/C=N/NC(=O)CC(=O)NCc2ccccc2)cc1	0	-3	8	3	-17	-0.2	-2	-3	-17
O=CNCC(=O)NC1CCCCCC1	-2	7	8	-9	-2	-0.5	10	0	-9
O=C(NCc1ccco1)c1ccc(NS(=O)(=O)c2cccc([N+](=O)[O-])c2)cc1	1	6	5	-4	8	-1.0	12	-1	8
COc1ccc(N2C(=O)C3C(C2=O)C2C=CC3C23CC3)c([N+](=O)[O-])c1 (configuration not stated)	4	1	5	-8	10	0.6	1	3	2
COc1ccc2cc3cc(C(=O)NCCCN4CCOCC4)oc3nc2c1	7	7	14	-29	-27	1.3	0	-7	-5
O=c1[nH]c2ccccc2nc1CCc1ccccc1	1	2	3	-8	7	1.6	-37	6	10
O=C(CN1C(=O)NC2NC(=O)NC21)N/N=C/c1ccc(F)cc1 (configuration not stated)	-5	7	8	13	10	-1.3	1	0	-5
C/C(CC(=O)Nc1ccc(Cl)c(C(F)(F)F)c1)=N\NC(=O)c1cc2ccccc2cc1O	7	-3	11	-4	-6	1.8	-48	4	-2
CCOc1ccc(S(=O)(=O)Nc2ccc(S(=O)(=O)Nc3cc(OC)ccc3OC)cc2)cc1	-5	-4	5	14	0	-1.6	-6	-4	1
OC(CN1CCCCC1)CN(c1ccccc1)c1ccccc1 (configuration not stated)	4	7	12	-5	-36	-1.1	2	12	7

Screening data deposited in PubChem BioAssay by several laboratories.

The list is partial; the hit share may differ from the screen's.
